# CCHFV vOTU inh = CCHFV vOTU protease inhibition; Pep-AMC fluorescence; inhibition, % at 11.5 µM; hit rate 0.55% among 370,000; AID 651958; further: 0% = vehicle wells with enzyme and 100% = no enzyme wells
# GDH-TPI inh = GDH-TPI coupled enzyme inhibition counter-screen; inhibition, % at 4.8 µM; hit rate 1.2% among 360,000; GDH-TPI coupled enzyme counterscreen, NADH absorbance; AID 588335;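 further: 0% = DMSO wells and 100% = wells lacking the enzyme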
# MazF activator = increases E. coli MazEF RNase cleavage of RNA; P0AE70; FAM/BHQ RNA-DNA oligo cleavage fluorescence, 5 h; activation, % at 20 µM; hit rate 0.32% among 350,000; in the data active means activation above about 50%
# Target sequence (P0AE70 whole entry, looked up): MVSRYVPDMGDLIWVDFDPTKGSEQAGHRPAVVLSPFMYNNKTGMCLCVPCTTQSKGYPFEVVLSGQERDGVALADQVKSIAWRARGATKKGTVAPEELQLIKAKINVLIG
# BioA inh = inhibitors of Mycobacterium tuberculosis BioA enzyme; purified M. tuberculosis BioA enzyme, plate reader; inhibition, % at 9.99 µM; hit rate 0.096% among 360,000; AID 602481; in the data active means inhibition above about 40%; inconclusive means no clear call, values can overlap the other calls
# Mtb UGM inh = blocks M. tuberculosis UGM enzyme; P9WIQ1; inhibition, % at 10 µM; purified UGM, fluorescence polarization probe displacement; hit rate 0.06% among 320,000; in the data active means inhibition above about 10%, passing the limit was not always enough; inconclusive means no clear call, values can overlap the other calls
# Target sequence (P9WIQ1 whole entry, looked up): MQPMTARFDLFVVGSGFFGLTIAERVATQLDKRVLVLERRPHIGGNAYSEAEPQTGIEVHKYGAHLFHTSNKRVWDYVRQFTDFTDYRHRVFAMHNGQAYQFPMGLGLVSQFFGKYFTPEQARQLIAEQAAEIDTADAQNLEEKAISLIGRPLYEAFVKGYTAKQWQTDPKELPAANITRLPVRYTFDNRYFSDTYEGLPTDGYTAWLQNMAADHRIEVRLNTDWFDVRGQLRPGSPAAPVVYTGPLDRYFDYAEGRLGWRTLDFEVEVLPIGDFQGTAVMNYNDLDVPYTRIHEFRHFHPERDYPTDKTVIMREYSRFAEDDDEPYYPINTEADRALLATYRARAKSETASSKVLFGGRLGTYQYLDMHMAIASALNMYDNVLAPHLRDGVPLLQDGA
# Rv3671c inh = Rv3671c (M. tuberculosis) protease inhibition | P9WHR9 | inhibition, % at 5.96 µM | hit rate 0.048% among 320,000 | AID 2606; in the data active means inhibition above about 38%;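 further: extracellular domain of Rv3671c used as enzyme; 0% = enzyme with DMSO and 100% = no enzyme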
# Target sequence (P9WHR9 whole entry, looked up, the tested form may be a part): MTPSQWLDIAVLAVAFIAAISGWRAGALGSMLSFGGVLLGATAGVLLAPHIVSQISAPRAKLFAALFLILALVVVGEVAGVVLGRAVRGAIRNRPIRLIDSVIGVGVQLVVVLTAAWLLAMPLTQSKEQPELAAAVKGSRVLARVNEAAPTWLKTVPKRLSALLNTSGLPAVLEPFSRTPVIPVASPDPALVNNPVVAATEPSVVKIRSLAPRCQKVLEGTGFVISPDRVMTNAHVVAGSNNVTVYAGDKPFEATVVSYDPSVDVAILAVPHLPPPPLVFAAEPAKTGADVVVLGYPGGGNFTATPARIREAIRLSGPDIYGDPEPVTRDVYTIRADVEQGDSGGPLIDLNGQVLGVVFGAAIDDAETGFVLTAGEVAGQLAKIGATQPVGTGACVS
# Mtb FBA inh = inhibitors of M. tuberculosis fructose-bisphosphate aldolase | purified M. tuberculosis FBA, fluorescence read-out | inhibition, % at 1 µM | hit rate 2.3% among 360,000; in the data active means inhibition above about 27%;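 further: 0% = vehicle and 100% = reference inhibitor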
# DUSP3 inh = inhibitors of human VHR1 phosphatase (DUSP3). P51452. recombinant VHR phosphatase, pNPP absorbance. inhibition, % at 13.3 µM. hit rate 0.52% among 290,000. AID 1654; in the data active means inhibition above about 50%; further: some compounds called inactive have numbers as strong as hits
# BoNT-F LC inh = blocks Botulinum neurotoxin F light chain protease; Multiplex microsphere protease cleavage assay, flow cytometry; inhibition, % at 10 µM; hit rate 0.22% among 360,000; AID 588497; in the data active means inhibition above about 35%, passing the limit was not always enough; inconclusive means no clear call, values can overlap the other calls; further: plate controls were buffer without enzyme for full effect and enzyme alone for no effect
# FadD28 binding = inhibitors of Mycobacterium tuberculosis FadD28 bisubstrate binding. FadD28 bisubstrate probe binding, fluorescence polarization. inhibition, % at 12.5 µM. hit rate 0.22% among 360,000. AID 588549; in the data active means inhibition above about 8.5%, passing the limit was not always enough; inconclusive means no clear call, values can overlap the other calls
# An asterisk follows results filed as active; ? = inconclusive; nt = no result given; & = joins results of further samples. Unless noted, no stated cut-off is given here; in the data, active means inhibition above about 30%; inactive means the rest.
1: Cc1noc(C)c1COc1ccccc1C(=O)N1CCN(S(=O)(=O)c2ccccc2Br)CC1
2: COc1ccc(CNc2ncccn2)cc1OC
3: COc1cc(OC)cc(-c2c(C#Cc3ccsc3)c3cc(-c4ccc5c(c4)OCCO5)ccc3n2C)c1
4: CN1CCN(CCCNC(=O)c2cc3c(=O)n(C)c4ccccc4c3s2)CC1
5: CC1CCCCC1NS(=O)(=O)c1ccc(-n2cnnn2)cc1 (stereo not drawn)
6: Cn1c(Cc2ccccc2)nnc1SCC(=O)N1CCN(c2ccccc2)CC1
7: CCOC(=O)[C@@H]1[C@H]2COc3ccccc3[C@@H]2N2C(=O)N(c3ccc(C)cc3)C(=O)[C@]12C
8: O=Nc1c(O)n(Cc2c(Cl)cccc2Cl)c2ccccc12

Screen / compound no.	1	2	3	4	5	6	7	8
CCHFV vOTU inh	5	6	1	-28	1	6	nt	-6
GDH-TPI inh	5	-3	24	12	9	1	2	0
MazF activator	-10	10	-5	15	5	1	4	-8
BioA inh	-1.5	nt	-2.5	-1.7	-4.0	-0.9	0.1	nt
Mtb UGM inh	nt	2.2	0.0	-1.1	-2.3	0.2	-1.3	0.1
Rv3671c inh	nt	-6	-8	8	2	-2	-8	-50
Mtb FBA inh	2	7	15	89*	1	-3	-1	-1
DUSP3 inh	nt	13	nt	-14	21	22	-7	0
BoNT-F LC inh	4	-7	-1	-9	-8	13	-2	-24
FadD28 binding	0.9	-0.2	-3.2	-5.2	0.7	-2.1	-2.7	-1.6

9: C=CCn1cnc2c(oc3ccccc32)c1=O
10: CCCCCC(=O)NC(=S)Nc1ccc2oc(=O)ccc2c1
11: CCn1c(SCC(=O)Nc2nc(C)c(C)s2)nnc1-c1cccnc1
12: O=C(Nc1ccc2c(c1)CCC2)Nc1ccccc1F
13: [O-][n+]1c2ccccc2c2n1CCCN=C2c1ccc(Cl)cc1
14: O=C(COc1ccccc1)Nc1ccc2oc(=O)ccc2c1
15: O=P(NS(=O)(=O)c1ccccc1)(Oc1ccccc1)Oc1ccccc1
16: NNC(=O)c1csc(-c2ncc(C(F)(F)F)cc2Cl)n1

Screen / compound no.	9	10	11	12	13	14	15	16
CCHFV vOTU inh	-9	-2	8	-5	9	0	12	-2
GDH-TPI inh	4	-1	6	9	9	2	8	9
MazF activator	6	4	-6	0	0	10	-2	2
BioA inh	-0.9	nt	2.6	0.5	0.2	8.9	-1.0	-1.1
Mtb UGM inh	-0.4	-0.4	0.9	-0.9	0.3	0.8	0.3	3.0
Rv3671c inh	nt	-2	-3	-7	5	-6	-3	1
Mtb FBA inh	3	3	0	2	0	7	0	-2
DUSP3 inh	10	18	20	4	nt	10	-10	4
BoNT-F LC inh	7	-5	-6	-13	-7	6	4	2
FadD28 binding	-2.1	-0.5	-1.4	-3.5	0.9	-0.9	-4.2	-2.2

17: O=C(NCc1ccccn1)c1nn(-c2ccccc2)c(=O)c2ccccc12
18: COc1ccc(Cl)cc1CC1(C)C(=O)Nc2ccc(-c3ccccc3OC)cc21 (stereo not drawn)
19: O=C(Nc1ccccc1Cl)C1Cc2ccccc2O/C1=N\O (stereo not drawn)
20: CC(=O)c1sc(-c2ccccc2Cl)nc1C
21: Cc1ccc(O)c(-c2cc(C(=O)NCc3ccccc3)[nH]n2)c1
22: O=C(Nc1nccs1)C1=COCCO1
23: CCCSC1=N/C(=C\c2ccsc2)C(=O)S1
24: NS(=O)(=O)c1ccc(CCNC(=O)c2cc3ccccc3s2)cc1

Screen / compound no.	17	18	19	20	21	22	23	24
CCHFV vOTU inh	3	15	11	-13	1	-9	-2	-18
GDH-TPI inh	-6	-8	-2	3	5	10	-2	11
MazF activator	9	nt	4	9	1	4	-1	2
BioA inh	nt	-1.8	nt	nt	nt	-1.8	-1.0	-3.0
Mtb UGM inh	-0.9	nt	3.5	2.7	0.4	0.3	3.6	1.1
Rv3671c inh	0	nt	9	-1	-11	0	-2	-58
Mtb FBA inh	-2	-1	3	1	-1	-3	2	2
DUSP3 inh	-8	nt	-1	10	40	nt	6	3
BoNT-F LC inh	-6	-4	?	6	0	0	-3	10
FadD28 binding	-2.7	-2.5	-2.8	-1.3	-3.5	-0.4	-0.6	3.3

# Some of the entries so far, with values under each structure:
# Order of results: CCHFV vOTU inh | GDH-TPI inh | MazF activator | BioA inh | Mtb UGM inh | Rv3671c inh | Mtb FBA inh | DUSP3 inh | BoNT-F LC inh | FadD28 binding
[20] CC(=O)c1sc(-c2ccccc2Cl)nc1C
 : -13 | 3 | 9 | nt | 2.7 | -1 | 1 | 10 | 6 | -1.3
[21] Cc1ccc(O)c(-c2cc(C(=O)NCc3ccccc3)[nH]n2)c1
 : 1 | 5 | 1 | nt | 0.4 | -11 | -1 | 40 | 0 | -3.5
[22] O=C(Nc1nccs1)C1=COCCO1
 : -9 | 10 | 4 | -1.8 | 0.3 | 0 | -3 | nt | 0 | -0.4
[23] CCCSC1=N/C(=C\c2ccsc2)C(=O)S1
 : -2 | -2 | -1 | -1.0 | 3.6 | -2 | 2 | 6 | -3 | -0.6

# Following part
25: CCOC(=O)c1sc(N(C)C(C)=O)nc1C
26: CC(=O)N1CCN(c2ccc(NCc3ccc(Br)o3)cc2)CC1
27: CCn1c(SC/C=C/c2ccccc2)nnc1-c1cccs1
28: CC(=O)Nc1ccccc1C(=O)N1CCc2ccccc21
29: O=C(CS(=O)CC(=O)N(c1ccccc1)C(C(=O)NC1CCCC1)c1cccs1)Nc1ccc(F)cc1 (stereo not drawn)
30: CSc1nnc(-c2ccccc2N=Cc2c(C)[nH]n(-c3ccc4ccccc4c3)c2=O)c(=O)[nH]1
31: Cn1c(COc2ccccc2)nnc1SCc1cc(=O)[nH]c2ccccc12
32: Cc1cc(C)c(NC(=O)CNC(=O)CN2C(=O)NC3(CCCc4ccccc43)C2=O)c(C)c1 (stereo not drawn)

Screen / compound no.	25	26	27	28	29	30	31	32
CCHFV vOTU inh	6	12	4	3	-3	9	16	0
GDH-TPI inh	14	0	-8	6	8	24	5	0
MazF activator	14	3	-13	14	-12	10	5	-6
BioA inh	-1.0	1.3	1.0	-1.7	3.9	nt	4.0	nt
Mtb UGM inh	-0.6	-0.6	-1.6	-4.1	1.1	-1.6	0.7	-1.1
Rv3671c inh	-13	1	5	3	8	2	1	7
Mtb FBA inh	2	0	3	2	-2	-2	0	-1
DUSP3 inh	27	nt	10	-4	2	9	17	nt
BoNT-F LC inh	-6	-23	-5	-16	8	-6	-8	-9
FadD28 binding	-2.8	-1.7	-2.6	-2.8	-1.6	-4.3	-0.2	-3.0

33: CC1CCC(NC(=O)c2ccc(Br)o2)CC1 (stereo not drawn)
34: CCN(CC)CC(=O)Nc1sc(C)c(C)c1C(=O)c1ccc(C)cc1
35: O=C(C[n+]1cccc(O)c1)Nc1ccc(Br)cc1
36: O=C(NC(c1ccc(Cl)cc1)c1cnccn1)C1CCN(Cc2cccc(C(F)(F)F)c2)CC1 (stereo not drawn)
37: CN(C)c1ccc(-c2ccnc3c2CC(C)(C(=O)NCc2ccncc2)O3)cc1 (stereo not drawn)
38: Cc1cccc(C)c1OCc1cc(C(=O)N2CCNC(=O)C2)no1
39: COc1cc(NC(=O)c2ccco2)c(OC)cc1NC(=O)Nc1cccc(Cl)c1
40: Cc1ccc(OCCn2c(C)nc3ccccc32)cc1

Screen / compound no.	33	34	35	36	37	38	39	40
CCHFV vOTU inh	-7	3	0	2	-35	-3	-2	-13
GDH-TPI inh	4	13	4	-13	34*	-12	6	7
MazF activator	0	-22	5	nt	nt	7	6	3
BioA inh	-1.1	-0.4	nt	0.3	5.6	1.1	-1.8	-1.7
Mtb UGM inh	nt	-0.9	4.6	nt	nt	2.8	-1.4	0.6
Rv3671c inh	nt	7	1	nt	nt	6	10	1
Mtb FBA inh	2	0	-2	2	60*	5	-3	2
DUSP3 inh	nt	14	6	nt	nt	-1	7	-4
BoNT-F LC inh	3	2	1	4	-2	nt	-1	?
FadD28 binding	-0.8	-0.1	-0.2	-5.1	0.0	1.7	-3.9	1.5

41: COc1ccccc1N1CCN(C(=O)CSc2nc3ccccc3c(=O)n2CC2CCCO2)CC1 (stereo not drawn)
42: CC1CCC(NC(=O)c2ccc3snnc3c2)CC1 (stereo not drawn)
43: COC(=O)C1=CO[C@@H](C)[C@H]2CN3CC[C@]4(C(=O)Nc5ccccc54)[C@@H]3C[C@H]12
44: CC(=O)c1c(C)nn(CC(=O)NC2CCCN(Cc3ccc(CC(C)C)cc3)C2)c1C (stereo not drawn)
45: Cn1c(C(=O)NCC2CCCO2)cc2c(=O)[nH]c3ccccc3c21 (stereo not drawn)
46: CCOc1ccc2nc(NC(=O)C3CCCN(S(=O)(=O)c4cccs4)C3)sc2c1 (stereo not drawn)
47: Cc1ccc(Cl)cc1N1CCN(C(=O)C2CCC(=O)N2C(C)C)CC1 (stereo not drawn)
48: CS(=O)(=O)N(CC(=O)Nc1ccccc1)c1cccc(Cl)c1Cl

Screen / compound no.	41	42	43	44	45	46	47	48
CCHFV vOTU inh	-1	-1	-3	13	-13	8	-11	5
GDH-TPI inh	6	11	2	1	-1	3	1	12
MazF activator	6	-6	4	5	-4	-5	7	4
BioA inh	nt	0.5	-0.9	-4.8	-0.5	-2.7	-0.8	nt
Mtb UGM inh	-1.4	0.8	-1.1	-1.7	1.0	0.6	0.3	-0.6
Rv3671c inh	0	2	5	7	0	-31	-1	7
Mtb FBA inh	8	1	1	-1	14	-1	-3	3
DUSP3 inh	15	-9	nt	10	0	-19	4	8
BoNT-F LC inh	3	2	-8	-1	-4	-9	-1	1
FadD28 binding	2.7	1.1	-2.4	-4.3	-0.3	-0.8	-2.9	-3.7

49: O=C(NC1CC1)c1cc(F)c(F)cc1Cl
50: CC(C)NC(=O)N(C)C[C@H]1Oc2ccc(NC(=O)Nc3ccc(C(F)(F)F)cc3)cc2C(=O)N([C@H](C)CO)C[C@@H]1C
51: [O-]/[N+](=C/c1cccnc1)c1ccc(Br)cc1
52: COc1cccc(NC(=O)Cn2cnc3sc(C)c(S(=O)(=O)N4CCN(C)CC4)c3c2=O)c1

Screen / compound no.	49	50	51	52
CCHFV vOTU inh	-7	1	10	-15
GDH-TPI inh	1	0	3	-10
MazF activator	-3	11	1	1
BioA inh	-0.7	2.4&0.6	-0.1	1.6
Mtb UGM inh	1.4	1.9	nt	0.5
Rv3671c inh	-3	-23	6	-6
Mtb FBA inh	0	0	-2	1
DUSP3 inh	24	nt	1	4
BoNT-F LC inh	-13	4	9	5
FadD28 binding	0.7	0.5	-5.2	-2.6

# 4 records drawn at random from the list so far:
52: COc1cccc(NC(=O)Cn2cnc3sc(C)c(S(=O)(=O)N4CCN(C)CC4)c3c2=O)c1
50: CC(C)NC(=O)N(C)C[C@H]1Oc2ccc(NC(=O)Nc3ccc(C(F)(F)F)cc3)cc2C(=O)N([C@H](C)CO)C[C@@H]1C
51: [O-]/[N+](=C/c1cccnc1)c1ccc(Br)cc1
49: O=C(NC1CC1)c1cc(F)c(F)cc1Cl

Screen / compound no.	52	50	51	49
CCHFV vOTU inh	-15	1	10	-7
GDH-TPI inh	-10	0	3	1
MazF activator	1	11	1	-3
BioA inh	1.6	2.4&0.6	-0.1	-0.7
Mtb UGM inh	0.5	1.9	nt	1.4
Rv3671c inh	-6	-23	6	-3
Mtb FBA inh	1	0	-2	0
DUSP3 inh	4	nt	1	24
BoNT-F LC inh	5	4	9	-13
FadD28 binding	-2.6	0.5	-5.2	0.7

# Entries by screen from above:
# Compounds 14 to 24 in CCHFV vOTU inh, in turn: 0, 12, -2, 3, 15, 11, -13, 1, -9, -2, -18
# Compounds 14 to 24 in DUSP3 inh, in turn: 10, -10, 4, -8, nt, -1, 10, 40, nt, 6, 3
# Compounds 14 to 24 in FadD28 binding, in turn: -0.9, -4.2, -2.2, -2.7, -2.5, -2.8, -1.3, -3.5, -0.4, -0.6, 3.3

# Screening results from PubChem BioAssay.
